PI4K2A inh – blocks human PI4K2A kinase activity; Q9BTU6; purified PI4K2A, ADP-Glo luminescence, 1 h; active compounds read low; activity change, negative = inhibition, % at 76.9 µM; hit rate 0.13% among 420,000; in the data active = activity change below about -50%;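 also: -100% = wells without enzyme as full effect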
Target sequence (Q9BTU6 whole entry, looked up): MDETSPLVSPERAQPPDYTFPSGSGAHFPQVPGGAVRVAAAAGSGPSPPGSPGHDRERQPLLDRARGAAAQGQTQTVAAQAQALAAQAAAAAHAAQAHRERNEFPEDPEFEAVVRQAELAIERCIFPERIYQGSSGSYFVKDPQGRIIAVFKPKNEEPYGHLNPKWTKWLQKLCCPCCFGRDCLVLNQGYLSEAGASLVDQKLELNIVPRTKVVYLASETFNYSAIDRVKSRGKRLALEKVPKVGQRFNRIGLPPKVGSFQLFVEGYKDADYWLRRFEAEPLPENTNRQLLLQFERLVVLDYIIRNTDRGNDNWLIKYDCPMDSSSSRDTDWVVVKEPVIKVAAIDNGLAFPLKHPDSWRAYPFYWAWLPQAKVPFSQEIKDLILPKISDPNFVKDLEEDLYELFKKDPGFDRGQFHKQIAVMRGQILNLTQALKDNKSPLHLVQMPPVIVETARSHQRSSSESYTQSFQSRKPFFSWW
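In this quantitative HTS, ADP production by PI4K2A was quantified luminescently after 1 h at ambient temperature; 100 microM adenosine served as plate-quality control.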
The depositor's hits bear a star. These rows are one share of the data, so the mix of outcomes need not match the whole.

SMILES	PI4K2A inh
CS(=O)(=O)N1CCC[C@]2(CC[C@@H](CCC#N)O2)C1	-0.7
CCCC[C@H](C(=O)N(C)c1ccccc1)[C@@H](O)c1ccc(C(C)=O)cc1	1.8
CCOC(=O)N1CCN(C(=O)C[C@@H]2C[C@@]3(C(=O)OC)CC(C)(C)CC=C3N(Cc3ccc4c(c3)OCO4)C2=O)CC1	-0.6
COC(=O)C1CCN(C(=O)CN2CCC(C(=O)c3ccc(C)cc3)CC2)CC1	-0.5
COc1ccc(CCn2cnc3nc4ccc(Cl)cc4cc3c2=O)cc1OC	-2.6
Cc1coc2ccccc2c1=O	1.1
COP(=O)(O)C(Cc1ccccc1)NC(=O)OCc1ccccc1 (stereo not drawn)	-7.4
COc1cc(O)c(C(CC(=O)N2CCC(C)CC2)c2ccc3c(c2)OCO3)c(OC)c1 (stereo not drawn)	-1.8
FC(F)(F)c1cc(CNC2CCC23CCCCC3)ccc1Cl (stereo not drawn)	-0.3
CCOC(=O)[C@]12CCCC=C1N(CCCOC)C(=O)[C@@H]2CC(=O)N1CCSCC1	-2.9
COC(=O)[C@]12C[C@H](CC(=O)NCCC(C)C)C(=O)N(CCc3ccc(OC)c(OC)c3)C1=C[C@H](C1CCCC1)O[C@@H]2C	4.7
CCN(C(=O)c1cccc2c1-c1ccccc1C2=O)c1ccccc1	-0.7
CC(=O)C1(C(=O)NCc2ccccc2)CC(c2ccccc2C(F)(F)F)=NO1 (stereo not drawn)	-0.8
CCCCCCCCN1C(=O)[C@@H](CC(=O)NCCCOC)C[C@@]2(C(=O)OC)C1=C[C@H](COCc1ccccc1)O[C@@H]2C	1.6
Cc1ccccc1-c1nnc2n1N=C(c1ccc(O)c(O)c1)CS2	-0.2
Cc1onc(-c2ccc(Cl)cc2)c1-c1ccn(S(=O)(=O)c2ccccc2)n1	-1.7
CO[C@@H]1CN(C)C(=O)c2ccc(NC(C)=O)cc2OC[C@@H](C)N(C(=O)NC2CCCCC2)C[C@H]1C	-3.6
CC(=O)N1CCc2cc(S(=O)(=O)NC3CCN(C(=O)CCl)CC3)ccc21	-8.7
COC(=O)[C@]12C[C@H](CC(=O)N3CCSCC3)C(=O)N(Cc3ccco3)C1=C[C@H](C(C)C)O[C@@H]2C1CC1	-1.0
Cc1cc(C(=O)O[C@@H]2CCC[C@@]3(C(=O)N(Cc4ccccc4)c4ccccc43)[C@H]2NC(=O)CCc2ccccc2)no1	-4.1
Cn1c(CNc2ccccc2F)nc2ccccc21	-14.4
COC(=O)[C@@]12C[C@@H](CC(=O)NCc3ccc(OC)c(OC)c3)C(=O)N(CCc3ccc(OC)c(OC)c3)C1=CCC(C)(C)C2	-9.1
Cc1cc(C)c2cc(C#N)c(NCCNC(=O)c3ccncc3)nc2c1	0.6
C[C@H]1[C@@H](OC(=O)NC2CCCCC2)CC[C@@]23CCCN2C(=O)CCC[C@@H]13	-1.2
CCc1ccc(/C=C/C(=O)NC2=NCCS2)cc1	-3.6
(continued)
SMILES	PI4K2A inh
CN1[C@H](Cc2ccccc2)COc2cccc(F)c2S1(=O)=O	4.6
COC(=O)C[C@@H]1CC[C@@H]2[C@@H](COc3ccc(NS(=O)(=O)c4ccc(F)cc4)cc3C(=O)N2C)O1	-2.3
CN(Cc1ccccc1Cl)C(=O)CN1C(=O)C2(OCCCO2)c2ccccc21	0.7
O=C(NN=Cc1ccco1)c1cccnc1	-0.4
O=C(Nc1nnc(-c2cccnc2)s1)c1cnc2ccccc2c1	-3.5
CC1CCCCN1CCCOC(=O)c1ccc(OC2CCCCC2)cc1 (stereo not drawn)	1.6
N#Cc1cccc(Cn2ccc3ccc(-c4ccc5ccn(Cc6cccc(C#N)c6)c5c4)cc32)c1	-0.4
Cc1ccc(-c2nnc(SCC(=O)Nc3ccc4c(c3)OCCO4)n2-c2ccc(C)cc2)cc1	0.0
O=C(Nc1ccc2c(c1)Cc1ccccc1-2)NC1CCCCN(Cc2cccc(Cl)c2)C1=O (stereo not drawn)	3.2
Cc1ccccc1N1CCN(S(=O)(=O)c2ccc3c(c2)n(C)c(=O)c(=O)n3C)CC1	-6.1
Cc1cccc(NC(=O)[C@@H]2CC(=O)O[C@@H]2c2ccccc2)c1C	2.0
COc1ccccc1CNC(=O)N1CCN(Cc2nc3ccccc3c(=O)[nH]2)CC1	6.2
CCOC(=O)[C@]12CCCC=C1N(Cc1ccccc1)C(=O)[C@H](CC(=O)NCCCCc1ccccc1)C2	1.1
O=C(NCc1cccs1)C1C(=O)Nc2ccccc2C(=O)N1Cc1ccccc1 (stereo not drawn)	-3.6
COc1cccc(C(=O)n2ccc3ccc(-c4ccc5ccn(Cc6ccccc6)c5c4)cc32)c1	3.0
Fc1ccc(Cn2ccc3ccc(-c4ccc5ccn(Cc6ccc(F)cc6F)c5c4)cc32)c(F)c1	-3.4
CC(=O)c1cc(-c2ccccc2)n(CC(=O)NCc2ccccc2Cl)c1C	16.8
Cn1c(Cc2cccs2)nnc1SCC(=O)Nc1ccc2c(c1)OCCO2	-8.2
CCOC(=O)[C@]12CCCCC/C=C\1N(Cc1ccc(OC)cc1)C(=O)[C@H]2CC(=O)N1CCN(C(=O)C2CC2)CC1	2.3
Cc1cccc(C)c1NC(=O)C1(C)CSCC(=O)N1CC(F)(F)F (stereo not drawn)	-2.9
Cc1cccc(Cn2cc(COC(=O)N(C)Cc3ccccc3)nn2)c1	7.2
COc1cccc(N2CCN(CC(=O)NCc3cccc(OC)c3OC)CC2)c1	0.1
COC(=O)C1CN(Cc2ccccc2)CCS(=O)(=O)N1Cc1cn(Cc2ccc(F)cc2)nn1 (stereo not drawn)	-10.1
O=C(C1CCCN(S(=O)(=O)c2ccccc2[N+](=O)[O-])C1)N1CCN(Cc2ccccc2)CC1 (stereo not drawn)	4.7
C=CCn1c(SCC(=O)Nc2ccc(CCCC)cc2)nnc1-c1ccc(Cl)cc1	-1.3
(cont.)
SMILES	PI4K2A inh
O=C(NCc1ccccc1)C(CCc1ccccc1)n1c(=O)c(-c2ccccc2)nc2ccccc21 (stereo not drawn)	-1.4
COc1ccc(C(=O)CSc2nnc(-c3ccc(C(C)(C)C)cc3)n2C)cc1	-1.4
COCCNC(=O)c1cc(-c2ccccc2)sc1N	-3.3
CN(CCCOC(=O)CC1C=CCC1)C1CN(Cc2cn(Cc3ccccc3Cl)nn2)S(=O)(=O)C1 (stereo not drawn)	-3.0
COC(=O)C1CN(Cc2cn(CCOC(C)=O)nn2)CCS(=O)(=O)N1Cc1ccccc1 (stereo not drawn)	-6.8
COC(=O)[C@]12C[C@H](CC(=O)NCCCCc3ccccc3)C(=O)N(Cc3cccc4ccccc34)C1=C[C@H](COCc1ccccc1)O[C@@H]2C	1.2
CN=C1S/C(=C/c2cc(C)n(Cc3ccccc3)c2C)C(=O)N1C	4.7
CC(=O)N(c1onc(C)c1C)S(=O)(=O)c1ccc(N)cc1	0.0
CN(Cc1ccccc1)C(=O)C(=O)c1ccccc1	-5.3
COc1ccc(-c2nnc(SCC(=O)NN=C(C)c3cccc4ccccc34)n2-c2ccccc2)cc1	3.1
COC(=O)C[C@@H]1C=C[C@@H](NS(=O)(=O)c2cccc(OC)c2)[C@@H](CO)O1	-4.3
CC1CC(=O)NN=C1c1ccc(NCC(C)(C)NCC(O)COc2cc(Cl)ccc2C#N)cc1 (stereo not drawn)	0.3
Nn1c(SCC(=O)NC2CCCCC2)nnc1-c1cc(-c2ccc(F)cc2)n[nH]1	0.4
C=CCC(NC(=O)N(C)C)(C(=O)OC)C(C)O (stereo not drawn)	5.3
C#CCNC(=O)C[C@H]1C[C@@]2(C(=O)OC)C(=C[C@H](C3CCCC3)O[C@@H]2C)N(CCC2=CCCCC2)C1=O	-3.6
Cc1cccc(NC(=O)CSc2nnc(SCc3ccc(Cl)cc3)s2)c1	2.3
COC(=O)[C@]12C[C@H](CC(=O)NCC34CC5CC(CC(C5)C3)C4)C(=O)N(CCC3=CCCCC3)C1=C[C@H](C1CCCC1)O[C@@H]2C	-4.3
CCCC(=O)N1CCC[C@]2(CC[C@H](CCC(=O)OCC)O2)C1	1.3
COCC#Cc1ccc(CC[C@H]2O[C@H]3CC[C@@H](CO)O[C@H]3C[C@H]2n2cc(C(C)(C)O)nn2)cc1	-1.9
COc1ccc2c(c1)Sc1ccc(Cl)cc1N2	-4.6
C[C@H]1C2CC(OC(=O)Nc3cccc(F)c3)C(C2)[C@H]2CCCCN21 (stereo partly drawn)	4.6
OC[C@H]1CC[C@@H]2O[C@H](CCc3ccc(-c4ccc(F)cc4)cc3)[C@H](n3cc(C4CC4)nn3)C[C@@H]2O1	-3.5
C[C@H](O)[C@@H]1CN2CCc3c([nH]c4c(-c5ccccc5)cccc34)[C@@H]2C[C@@H]1N(C)CC1CCCCC1	1.6
CC(=O)C1(C(=O)Nc2cc(C)cc(C)c2)CC(c2ccccn2)=NO1 (stereo not drawn)	3.9
CCc1ccc(N2C=C(C(=O)OC)C(c3cccc4ccccc34)C(C#N)=C2N)cc1 (stereo not drawn)	-3.2

Gathered by group: those above with a Cl atom (twelve)
SMILES	PI4K2A inh
COc1ccc(CCn2cnc3nc4ccc(Cl)cc4cc3c2=O)cc1OC	-2.6
FC(F)(F)c1cc(CNC2CCC23CCCCC3)ccc1Cl (stereo not drawn)	-0.3
Cc1onc(-c2ccc(Cl)cc2)c1-c1ccn(S(=O)(=O)c2ccccc2)n1	-1.7
CC(=O)N1CCc2cc(S(=O)(=O)NC3CCN(C(=O)CCl)CC3)ccc21	-8.7
CN(Cc1ccccc1Cl)C(=O)CN1C(=O)C2(OCCCO2)c2ccccc21	0.7
O=C(Nc1ccc2c(c1)Cc1ccccc1-2)NC1CCCCN(Cc2cccc(Cl)c2)C1=O (stereo not drawn)	3.2
CC(=O)c1cc(-c2ccccc2)n(CC(=O)NCc2ccccc2Cl)c1C	16.8
C=CCn1c(SCC(=O)Nc2ccc(CCCC)cc2)nnc1-c1ccc(Cl)cc1	-1.3
CN(CCCOC(=O)CC1C=CCC1)C1CN(Cc2cn(Cc3ccccc3Cl)nn2)S(=O)(=O)C1 (stereo not drawn)	-3.0
CC1CC(=O)NN=C1c1ccc(NCC(C)(C)NCC(O)COc2cc(Cl)ccc2C#N)cc1 (stereo not drawn)	0.3
Cc1cccc(NC(=O)CSc2nnc(SCc3ccc(Cl)cc3)s2)c1	2.3
COc1ccc2c(c1)Sc1ccc(Cl)cc1N2	-4.6

Later entries
SMILES	PI4K2A inh
Cc1ccc(S(=O)(=O)N2C3CC(c4ccccc4)N(S(=O)(=O)c4ccccc4Cl)CC3C(=O)C[C@H]2c2ccccc2)cc1 (stereo partly drawn)	-0.5
CCOc1cccc(-c2nnc(SCC(=O)Nc3ccc4c(c3)OCO4)n2N)c1	1.4
OC[C@H]1O[C@H](O[C@]2(CCl)O[C@H](CCl)[C@@H](O)[C@@H]2O)[C@H](O)[C@@H](O)[C@H]1Cl	3.2
CN(C)CC(=O)N[C@H]1C[C@@H]2O[C@H](CO)CC[C@@H]2O[C@@H]1CCc1ccc(-c2ccc(F)cc2)cc1	-5.3
O=C1c2c(-c3ccc(Br)cc3)noc2CCN1Cc1cn(-c2ccccc2)nn1	-4.4
COC(=O)[C@@]12C[C@@H](CC(=O)N3CCCC3)C(=O)N(CCc3ccc(OC)c(OC)c3)C1=CCC(C)(C)C2	6.0
COc1ccc(S(=O)(=O)N2CCC(c3nc4ccccc4o3)CC2)c(OC)c1	-5.0
CCCCCCCCN1C(=O)[C@H](CC(=O)N2CCCC2)C[C@@]2(C(=O)OC)CC(C)(C)CC=C12	-1.8
Cc1cccc(-c2cccc3c4c([nH]c23)[C@@H]2C[C@H](N(C)C(=O)c3ccco3)[C@H]([C@H](C)O)C(=O)N2CC4)c1	-6.2
C=CCN1C(=O)[C@@H](CC(=O)NCc2cccs2)[C@]2(C(=O)OCC)CCCCC/C=C/12	-1.0
Cc1cc(F)ccc1C(=O)N1CCC(Oc2cccnc2)CC1	-1.3
Cc1cccc(N2CCN(C3C(=O)Nc4ccccc4-n4nnnc43)CC2)c1C (stereo not drawn)	3.7
O=C(Cc1cccs1)NC1CCCCN(Cc2ccc(Cl)cc2)C1=O (stereo not drawn)	-2.1
C/C=C/c1ccc([C@H]2[C@@H](CN(CC(C)C)S(=O)(=O)c3ccccc3[N+](=O)[O-])N(C(=O)Nc3cccc(OC)c3)[C@H]2CO)cc1	2.0
Cc1cccc(C)c1N1C(=O)c2ccccc2NC(=O)C1C(=O)NCCOc1ccccc1 (stereo not drawn)	-1.3
COC(=O)c1ccc(-c2ccc3c(c2)[C@]2(CCC[C@@H](OCc4ccccc4)[C@@H]2NC(=O)CCc2ccccc2)C(=O)N3Cc2ccccc2)cc1	-6.4
Fc1cccc(F)c1Cn1ccc2ccc(-c3ccc4ccn(Cc5c(F)cccc5F)c4c3)cc21	4.8
O=C(OC12CCCN(C1)/C(=C/c1ccccc1)C2)c1ccc(F)cc1 (stereo not drawn)	-1.2
COc1cccc(C(=O)Nc2ccc3c(c2)OC[C@H](C)N(C(=O)C2CCCC2)C[C@@H](C)[C@@H](OC)CN(C)C3=O)c1	-1.2
O=C1C(NC(=O)N2c3ccccc3C=Cc3ccccc32)CCCCN1Cc1cccc(C(F)(F)F)c1 (stereo not drawn)	3.9
O=C(NCCc1cccc(F)c1)c1cc2ccccn2n1	0.8
CCOc1cc(-c2ccccc2)nc2c1CN(S(=O)(=O)c1ccc(C)cc1)C(c1cccc(Cl)c1)C2 (stereo not drawn)	4.2
COc1ccc(NC(=O)c2cc(-c3sc(NC(=O)c4ccccc4)nc3C)n(Cc3ccccc3)n2)cc1	-0.5
Cc1ccc2c(c1)C(CS(=O)(=O)NCc1ccccc1)NC2 (stereo not drawn)	-1.1
N[C@@H](Cc1ccccc1)C(=O)N1CCC[C@@H]1C(=O)N1CCC2CCN(S(=O)(=O)c3ccccc3)CC21 (stereo partly drawn)	-0.9

Screening results deposited in PubChem BioAssay by National Center for Advancing Translational Sciences (NCATS).
